# Assay outcomes: PubChem BioAssay, National Center for Advancing Translational Sciences (NCATS)
# Pf growth 48h – P. falciparum growth inhibition at 48 hours (one generation). AID 504832. 5.9% of 310,000 active. P. falciparum luciferase growth in erythrocytes, 48 h. Potency, µM (highest dose often 28.7 µM), for the others: at the top dose activity change, negative = inhibition, usual class: inhibitors
#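 Growth was read as firefly luciferase luminescence after a 48 h, 37 C, 5% CO2 exposure of compounds to reporter-bearing P. falciparum cultures (0.1% parasitemia, 2% hematocrit final) in Albumax-supplemented RPMI 1640.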
# LmPK inhibitor – LmPK (Leishmania mexicana) enzyme inhibition; Q27686; purified LmPK, Kinase-Glo ATP luminescence, 1 h; Potency, µM (series often up to 57.5 µM), inactives show at the highest dose activity change, negative = inhibition, actives largely listed as inhibitors; 0.37% of 290,000 active
# Target sequence (Q27686 whole entry, looked up): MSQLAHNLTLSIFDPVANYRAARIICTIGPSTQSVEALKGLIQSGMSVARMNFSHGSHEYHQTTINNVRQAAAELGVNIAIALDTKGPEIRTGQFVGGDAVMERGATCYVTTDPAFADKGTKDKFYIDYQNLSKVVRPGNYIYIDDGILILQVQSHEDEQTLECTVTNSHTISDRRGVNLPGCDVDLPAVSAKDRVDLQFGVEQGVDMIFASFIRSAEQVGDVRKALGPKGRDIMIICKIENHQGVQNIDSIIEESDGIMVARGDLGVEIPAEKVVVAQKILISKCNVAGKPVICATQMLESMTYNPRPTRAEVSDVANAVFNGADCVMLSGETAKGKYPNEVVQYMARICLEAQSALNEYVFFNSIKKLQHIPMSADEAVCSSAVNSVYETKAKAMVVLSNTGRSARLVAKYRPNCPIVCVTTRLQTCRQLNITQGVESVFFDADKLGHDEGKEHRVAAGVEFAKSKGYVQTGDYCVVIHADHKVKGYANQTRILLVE
#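 Screened at intermediate enzyme activity to detect both inhibitors and activators: LmPK at 0.1 nM, with a 0.5 nM enzyme column as activation reference. PEP 0.5 mM, ADP 0.1 mM; ATP detected by luminescence after 1 h.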
# TbPYK inhibitor – T. brucei pyruvate kinase inhibition. Q57TT1. TbPYK enzyme, Kinase-Glo Plus ATP luminescence, 45 min. Potency, µM (doses to about 76.8 µM), for the others: top-dose activity, negative = inhibition, most hits filed as inhibitors. 0.12% of 410,000 active; also: nearly all actives have a fitted effect of over 50% in size
#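 TbPYK + substrate in 50 mM TEA pH 7.2, 100 mM KCl, 10 mM MgCl2, 0.05% BSA, 0.01% Tween-20; cpd pinned; ADP 130 uM final; 45 min RT; Kinase-Glo Plus 10 min; luminescence endpoint.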
# Pf growth 96h – inhibits malaria parasite growth, 96 h; 6.9% of 320,000 active; Potency, µM (top dose mostly 28.7 µM), inactives show at the highest dose activity change, negative = inhibition, most hits filed as inhibitors; AID 504834; P. falciparum luciferase reporter growth, 96 h
#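 Compounds incubated with erythrocytes infected by luciferase-expressing P. falciparum (2% hematocrit, 0.05% parasitemia final) for 96 hours, 37 C in 5% CO2. Growth inhibition scored as decreased luciferase luminescence.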
# Sm TGR inh – blocks Schistosoma mansoni thioredoxin glutathione reductase; Q962Y6; Potency, µM (highest dose often 114 µM), without a hit: at the top dose activity change, negative = inhibition, usual class: inhibitors; 3% of 360,000 active; AID 485364; purified TGR, DTNB reduction, TNB absorbance 405 nm; also: nearly all actives have a fitted effect of over 60% in size
#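 TGR 20 nM + NADPH 100 uM (dispensed conc.), cpd preinc 15 min RT; start with NADPH (500 uM addition) then DTNB (15 mM addition). Kinetic TNB absorbance, 405 nm filter. Four-parameter Hill fit across titration.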
# HCV inhibitor – inhibitors of hepatitis C virus infection. Huh7.5.1 HCVcc-Cre infection, luciferase reporter, 44 h. Potency, µM (titrated, usually from 41.8 µM), inactives show at the highest dose activity change, negative = inhibition, actives largely listed as inhibitors. 3.4% of 340,000 active
#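 1,000 cells/well; 4 h culture; + compound; + HCVcc-Cre (~0.5 moi); 44 h; luciferase substrate, RT 15 min; read 15 sec.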
# * marks the source's active call; other numbers are inactive results; ? = inconclusive; · = not tested or not shown; [ ] = remark or other dose. Calls follow the shape of the dose curve; as a rule, active = well fitted curve in the direction sought with a large enough effect; inconclusive = small, poorly fitted or top-dose-only effect, or another doubt; inactive = no such curve, though single readings can be large; an effect the other way counts as inactive or inconclusive. % is scaled to controls: 0 for no effect and ±100 for the full control effect; potency is read from the fitted curve at half-maximal effect.
1) CCC(CC)C(=O)Nc1nc(-c2ccc3c(c2)CCN3C(=O)C2CC2)c(C)s1
2) COC(=O)c1ccc2c(c1)NC(=O)C(N1CCCC1)S2 (stereo unspecified)
3) COc1ccc(NS(=O)(=O)c2ccc3[nH]c(=O)[nH]c3c2)cc1OC
4) COC1=C(N2CCOCC2)C(=O)c2ccccc2C1=O
5) C=CCNc1nc2ccccc2c(=O)[nH]1
6) O=C(CSc1ccc2ccccc2c1)NCc1cccs1
7) Cn1cc(CC(=O)N2CCN(c3ccc(Cl)cc3)CC2)c2ccccc21
8) CCC(=O)n1nc(-c2ccc(Cl)cc2)nc1SC
compound no.	1	2	3	4	5	6	7	8
Pf growth 48h	·	62%[activator]	17%	?	-11%	11%	-9%	138%[activator]
LmPK inhibitor	1%	4%	-3%	-1%	-6%	3%	-3%	-1%
TbPYK inhibitor	-3%	2%	0%	0%	-6%	0%	-7%	-22%
Pf growth 96h	?	0%	18%	?	?	13%	12µM*	132%[activator]
Sm TGR inh	-10%	?	-10%	18µM*	-2%	7%	2%	-16%
HCV inhibitor	?	14%	8%	10%	-1%	-5%	?	-1%

9) Cc1cc(C)c(S(=O)(=O)c2ccccc2Cl)c(Cl)n1
10) O=C1[C@@H]2CSCN2C(=O)CN1Cc1ccccc1F
11) NC(=O)C1CCN(C(=O)CNC(=O)c2ccccc2)CC1
12) CN(CC(=O)O)S(=O)(=O)c1ccc(F)cc1
13) O=C1CCc2cc(S(=O)(=O)Nc3ccccc3F)ccc2N1
14) Cc1cccc(Nc2nnc(SCC(=O)NC(=O)CN3CCCC3=O)s2)c1
15) CCCN1C2=C(C(=O)CC(C)(C)C2)C(c2ccc(F)cc2)C2=C1c1ccccc1C2=O (stereo unspecified)
16) Cc1cccc(C)c1NC(=O)c1cccc(N2C(=O)C3CCC(C)CC3C2=O)c1 (stereo unspecified)
compound no.	9	10	11	12	13	14	15	16
Pf growth 48h	?	0%	?	-2%	7%	73%[activator]	?	0%
LmPK inhibitor	0%	0%	9%	1%	·	·	-17%	1%
TbPYK inhibitor	·	-3%	-12%	0%	2%	-5%	-23%	-3%
Pf growth 96h	?	6%	25%	-11%	-2%	56%[activator]	·	?
Sm TGR inh	-4%	7%	9%	-5%	2%	-19%	0%	6%
HCV inhibitor	·	5%	10%	9%	-4%	-1%	-8%	·

17) Cc1cccc(C)c1NC(=O)C(c1ccccc1)N1CCN(C(=O)c2ccco2)CC1 (stereo unspecified)
18) CC(=O)N1CC(c2ccccc2)C(c2ccc(Cl)cc2)=N1 (stereo unspecified)
19) O=C(CNC(=O)c1ccco1)Nc1ccc2c(c1)OCCO2
20) O=C(O)CC1S/C(=N/N=C/c2ccccn2)NC1=O (stereo unspecified)
21) CCOC(=O)C1=C(C)Nc2nc3ccccc3n2C1c1ccncc1 (stereo unspecified)
22) CC(C)OC(=O)CN1C(=O)C(C)(C)Oc2ccc(C(=O)NC3CC3)cc21
23) Cc1cc(C)cc(NC(=O)/C=C/c2ccc([N+](=O)[O-])s2)c1
24) CC(C)NC(=O)COC(=O)C1CSC2(c3ccc(Br)cc3)CCC(=O)N12 (stereo unspecified)
compound no.	17	18	19	20	21	22	23	24
Pf growth 48h	?	-19%	126%[activator]	5.2µM*	?	-10%	?	7%
LmPK inhibitor	-1%	0%	·	-4%	1%	1%	4%	2%
TbPYK inhibitor	-6%	-8%	0%	-3%	·	-7%	-6%	-7%
Pf growth 96h	·	-24%	213%[activator]	?	-5%	-4%	?	4%
Sm TGR inh	-31%	-2%	-16%	33%	5%	1%	0%	0%
HCV inhibitor	-8%	?	11%	17%	3%	6%	?	?

25) Cc1cc(/C=C(\C#N)C(=O)NC2CCCCCC2)c(C)n1C
26) COc1ccc(CCNC(=O)CN(Cc2ccc(Cl)cc2)S(C)(=O)=O)cc1
27) O=C(Nc1nsc(-c2ccccc2)n1)c1cccs1
28) Cc1ccc(-n2nc3c(=O)n(C(C)C(=O)NCCc4cccs4)nc(C)c3c2C)cc1 (stereo unspecified)
29) COc1ccc(OC)c(CCNC(=O)CCc2nnc3ccc(N4CCCC4)nn23)c1
30) COC(=O)c1ccc(CSc2nc(-c3ccco3)cc(C(F)(F)F)n2)o1
31) [O-]/[N+](=C\c1ccccc1)[C@@H]1CCCC[C@@H]1/[N+]([O-])=C/c1ccccc1
32) CCOc1ccc(OCC)c(NC(=O)CSCC(=O)O)c1
compound no.	25	26	27	28	29	30	31	32
Pf growth 48h	-1%	15%	-45%	?	1%	-24%	18%	8%
LmPK inhibitor	1%	0%	?	2%	2%	5%	-4%	4%
TbPYK inhibitor	-8%	2%	-6%	-2%	14%	0%	-11%	-17%
Pf growth 96h	4%	-14%	-21%	26%	?	158%[activator]	30%[activator]	·
Sm TGR inh	-7%	-23%	6%	5%	-29%	?	-3%	8%
HCV inhibitor	-9%	-5%	?	?	-15%	?	-2%	-4%

33) CN(CC(=O)Nc1ccc(F)cc1)CC(=O)N1CCc2ccccc21
34) O=C(O)C1CCN(c2ccc(S(=O)(=O)N3CCOCC3)cc2[N+](=O)[O-])CC1
35) O=C(Nc1ccccc1[N+](=O)[O-])C1C(c2ccccc2)=C1c1ccccc1
36) NS(=O)(=O)c1ccc(NS(=O)(=O)/C=C/c2ccccc2)cc1
37) CC1CCc2c(sc3nc(CN4CCN(S(=O)(=O)c5ccccc5[N+](=O)[O-])CC4)[nH]c(=O)c23)C1 (stereo unspecified)
38) Cc1ncoc1C(=O)Nc1cccc(Cl)c1
39) COc1cc2c(cc1OC)CN(C(C)C(=O)N1CCc3ccccc31)CC2 (stereo unspecified)
40) CSCC[C@H](NC(=O)OC(C)(C)C)c1nnc(SCc2ccc(F)cc2)o1
compound no.	33	34	35	36	37	38	39	40
Pf growth 48h	-13%	10%	?	22%	-20%	58%[activator]	·	?
LmPK inhibitor	·	-5%	3%	2%	0%	-28%	10%	4%
TbPYK inhibitor	-7%	7%	4%	-4%	3%	-16%	-4%	0%
Pf growth 96h	24%	-12%	13µM*	-19%	?	50%[activator]	?	?
Sm TGR inh	0%	1%	-15%	-9%	-6%	0%	-14%	?
HCV inhibitor	?	9%	14%	2%	?	-22%	-22%	?

41) O=C(CNC(=S)N(CCCN1CCOCC1)Cc1cccs1)NCCN1CCOCC1
42) O=C(NC1CCCC1)C1CC(=O)N(C2CCCCCCC2)C1 (stereo unspecified)
43) C[C@@H]1CN(Cc2cn(C)nc2-c2cccc(Cl)c2)C[C@H](C)O1
44) O=C(O)c1ccc(-n2cccc2/C=C2/SC(=O)N(CC(=O)N3CCCC3)C2=O)cc1
45) Cc1c(NC(=O)COC(=O)CCc2c[nH]c3ccccc23)c(=O)n(-c2ccccc2)n1C
46) CC(CN(C)Cc1ccccc1)OC(=O)C1COc2ccccc2O1 (stereo unspecified)
47) Cc1ccc(NC(=S)NC(NC(=O)Cc2cccc3ccccc23)C(Cl)(Cl)Cl)cc1 (stereo unspecified)
48) Cn1ccc(O)c(C#N)c1=O
compound no.	41	42	43	44	45	46	47	48
Pf growth 48h	-13%	41%[activator]	2%	11%	9%	·	·	8%
LmPK inhibitor	0%	-1%	7%	7%	-10%	4%	4%	10%
TbPYK inhibitor	-1%	2%	-3%	-17%	-8%	-3%	-3%	-1%
Pf growth 96h	-16%	7%	-14%	49%[activator]	-8%	?	-103%	?
Sm TGR inh	-6%	0%	21%	-24%	-24%	4%	-2%	13%
HCV inhibitor	0%	18%	-5%	-1%	15%	3%	33%[activator]	21%

49) Fc1ccc(CSc2nc3ccccc3[nH]2)c2ccccc12
50) COC(=O)[C@@H](Cc1ccccc1)NC(=O)NCCc1ccc(OC)c(OC)c1
51) CCOC(=O)C(Cc1ccccc1)C(=O)Nc1ccc(NC(=O)C(Cc2ccccc2)C(=O)OCC)cc1 (stereo unspecified)
52) O=C(Nc1ccc(C(=O)N2CCC(O)(c3ccc(Cl)c(C(F)(F)F)c3)CC2)cc1)c1ccc(Br)o1
53) Cc1ccc(NC(=O)CCN2CCN(C)CC2)cc1
54) CCOC(=O)N1CCC(NC(=O)c2cc(C(=O)Nc3ccc(F)cc3F)ccc2CO)CC1
55) COc1ccc(CCn2c(O)c(/C=N/NC(=O)c3ccncc3)c(=O)[nH]c2=O)cc1OC
56) C/C(=N/NC(=O)c1ccco1)c1ccc(Br)s1
57) Cc1ccc2cc(CN(Cc3ccco3)C(=O)C3CCCCC3)c(=O)[nH]c2c1C
compound no.	49	50	51	52	53	54	55	56	57
Pf growth 48h	·	12%	10%	?	-17%	·	-11%	28%	?
LmPK inhibitor	0%	6%	2%	·	4%	2%	1%	-8%	-1%
TbPYK inhibitor	2%	-5%	-10%	3%	-1%	-8%	-10%	3%	2%
Pf growth 96h	?	8%	105%[activator]	13µM*	0%	?	-49%	10%	6%
Sm TGR inh	12%	7%	-1%	?	-13%	-16%	1%	0%	5%
HCV inhibitor	-20%	9%	10%	-23%	26%	18%	6%	-13%	1%

# Structures from the list above that contain fluorine (ten):
10) O=C1[C@@H]2CSCN2C(=O)CN1Cc1ccccc1F
12) CN(CC(=O)O)S(=O)(=O)c1ccc(F)cc1
13) O=C1CCc2cc(S(=O)(=O)Nc3ccccc3F)ccc2N1
15) CCCN1C2=C(C(=O)CC(C)(C)C2)C(c2ccc(F)cc2)C2=C1c1ccccc1C2=O (stereo unspecified)
30) COC(=O)c1ccc(CSc2nc(-c3ccco3)cc(C(F)(F)F)n2)o1
33) CN(CC(=O)Nc1ccc(F)cc1)CC(=O)N1CCc2ccccc21
40) CSCC[C@H](NC(=O)OC(C)(C)C)c1nnc(SCc2ccc(F)cc2)o1
49) Fc1ccc(CSc2nc3ccccc3[nH]2)c2ccccc12
52) O=C(Nc1ccc(C(=O)N2CCC(O)(c3ccc(Cl)c(C(F)(F)F)c3)CC2)cc1)c1ccc(Br)o1
54) CCOC(=O)N1CCC(NC(=O)c2cc(C(=O)Nc3ccc(F)cc3F)ccc2CO)CC1
compound no.	10	12	13	15	30	33	40	49	52	54
Pf growth 48h	0%	-2%	7%	?	-24%	-13%	?	·	?	·
LmPK inhibitor	0%	1%	·	-17%	5%	·	4%	0%	·	2%
TbPYK inhibitor	-3%	0%	2%	-23%	0%	-7%	0%	2%	3%	-8%
Pf growth 96h	6%	-11%	-2%	·	158%[activator]	24%	?	?	13µM*	?
Sm TGR inh	7%	-5%	2%	0%	?	0%	?	12%	?	-16%
HCV inhibitor	5%	9%	-4%	-8%	?	?	?	-20%	-23%	18%
